High-throughput results (PubChem BioAssay)
BioA inh = blocks M. tuberculosis BioA enzyme activity. purified M. tuberculosis BioA enzyme, plate reader. inhibition, % at 9.99 µM. 360,000 compounds, 0.096% hits; in the data active = inhibition above about 40%
* marks the source's active call; other numbers are inactive results.

SMILES,BioA inh
COc1ccc(CN(C)C[C@@H]2OCCCC[C@H](C)Oc3ccc(NC(=O)NC4CCCCC4)cc3C(=O)N([C@H](C)CO)C[C@@H]2C)cc1,-1.0
CC(C)CC#Cc1ccc2c(c1)O[C@@H](CN(C)C)[C@H](C)CN([C@@H](C)CO)S2(=O)=O,5.5
CC(C)NC(=O)N(C)C[C@H]1Oc2ccc(NC(=O)Nc3ccc(F)cc3)cc2C(=O)N([C@@H](C)CO)C[C@@H]1C,1.1
C[C@@H]1CCCCO[C@H](CN(C)CC2CC2)[C@@H](C)CN([C@@H](C)CO)C(=O)c2cc(NS(=O)(=O)c3cccs3)ccc2O1,1.3
C[C@H]1CN([C@@H](C)CO)C(=O)Cc2cc(NS(=O)(=O)c3ccccc3)ccc2O[C@@H]1CN(C)CC1CCCCC1,-1.2
COc1ccc(NC(=O)N(C)C[C@@H]2Oc3ccc(NC(=O)C4CC4)cc3C(=O)N([C@@H](C)CO)C[C@H]2C)cc1,-2.2
CO[C@@H]1CN(C)C(=O)c2cc(NC(=O)c3ccc4c(c3)OCO4)ccc2OC[C@@H](C)N(CCC(F)(F)F)C[C@@H]1C,0.3
CN1C(=O)c2cc(NC(=O)Nc3ccccc3)ccc2OC[C@H]2O[C@H](CC(=O)NC3CCC3)CC[C@@H]21,3.4
C[C@@H]1CN([C@H](C)CO)C(=O)Cc2cc(NS(=O)(=O)c3cccs3)ccc2O[C@@H]1CN(C)CC1CC1,1.9
COCc1cn(CC[C@@H]2CC[C@@H](NC(=O)c3ccccc3)[C@H](CO)O2)nn1,4.9
CC(C)NC(=O)N(C)C[C@H]1Oc2c(NC(=O)c3nc4ccccc4s3)cccc2C(=O)N([C@H](C)CO)C[C@@H]1C,-0.5
O=C1N(CCS(=O)(=O)c2ccccc2)Cc2ccccc2C[C@]12N=C(c1ccc(OCCCO)cc1)O[C@@H]2c1ccccc1,-0.9
C[C@H](CO)N1C[C@H](C)[C@@H](CN(C)CC2CC2)Oc2c(NC(=O)c3ccncc3)cccc2C1=O,-1.5
COc1ccc(CN(C)C[C@@H]2Oc3ccc(NC(=O)Cc4cn(C)c5ccccc45)cc3C(=O)N([C@H](C)CO)C[C@@H]2C)cc1,-0.7
C[C@@H]1CN([C@@H](C)CO)C(=O)c2cc(NS(C)(=O)=O)ccc2O[C@H]1CN(C)Cc1ccncc1,-0.7
C[C@H](CO)N1C[C@H](C)[C@H](CN(C)C)Oc2ccc(N(C)C)cc2CC1=O,-2.1
CO[C@@H]1CN(C)C(=O)c2cc(NC(=O)Nc3cc(F)ccc3F)ccc2OC[C@H](C)N(C(=O)c2ccccn2)C[C@H]1C,-2.4
C[C@@H]1CCCCO[C@H](CN(C)C(=O)Nc2cccc3ccccc23)[C@H](C)CN([C@@H](C)CO)C(=O)c2cc(NC(=O)Nc3cccc4ccccc34)ccc2O1,-0.5
C[C@@H]1CN([C@H](C)CO)C(=O)c2cc(N(C)C)ccc2O[C@@H](C)CCCCO[C@@H]1CN(C)C(=O)Nc1ccc(C(F)(F)F)cc1,-0.3
C/C=C/c1ccc2c(c1)O[C@H](CN(C)C(=O)NC1CCCCC1)[C@@H](C)CN([C@@H](C)CO)S2(=O)=O,-0.7
CNC[C@H]1OCCCC[C@@H](C)Oc2ccc(NC(=O)Nc3cccc4ccccc34)cc2C(=O)N([C@H](C)CO)C[C@H]1C,-1.7
CC(C)NC(=O)Nc1cccc2c1O[C@@H](CN(C)C(=O)NC1CCCCC1)[C@@H](C)CN([C@@H](C)CO)C2=O,-0.6
CO[C@H]1CN(C)C(=O)c2cc(NC(=O)C3CC3)ccc2OC[C@@H](C)N(C(=O)Cc2ccccn2)C[C@@H]1C,2.2
Cc1ccc(S(=O)(=O)N(C)C[C@@H]2Oc3ccc(NC(=O)C4CC4)cc3C(=O)N([C@H](C)CO)C[C@@H]2C)cc1,0.1
CC(=O)Nc1ccc2c(c1)C(=O)N(C)[C@@H]1CC[C@H](CC(=O)NCCCN3CCOCC3)O[C@H]1CO2,-4.1
C[C@@H]1CCCCO[C@@H](CN(C)C)[C@H](C)CN([C@H](C)CO)C(=O)c2cc(NS(=O)(=O)c3ccc(F)cc3)ccc2O1,-3.2
CC(C)(C)[S@@](=O)N1Cc2cc(C(=O)N3CCc4ccccc4C3)nc(-c3cccc(-c4ccncc4)c3)c2[C@H]1CCO,3.9
C[C@H]1CN([C@@H](C)CO)C(=O)c2cc(NC(=O)Cc3ccccc3)ccc2O[C@@H]1CN(C)C(=O)Nc1ccc(C(F)(F)F)cc1,2.0
CN1CCN(C(=O)C[C@@H]2C[C@H]3c4cc(NC(=O)C5CCC5)ccc4O[C@H]3[C@@H](CO)O2)CC1,-5.5
CCCNC(=O)N(C)C[C@H]1Oc2ncc(C#C[C@@H](C)O)cc2C(=O)N([C@@H](C)CO)C[C@H]1C,0.4
C[C@H](O)C#Cc1ccc2c(c1)O[C@@H](CN(C)CC1CC1)[C@H](C)CN([C@H](C)CO)S2(=O)=O,-1.6
COc1ccc(S(=O)(=O)Nc2ccc3c(c2)C(=O)N([C@H](C)CO)C[C@@H](C)[C@H](CN(C)C(=O)Nc2ccc(C(F)(F)F)cc2)O3)cc1,-0.3
C[C@H](CO)N1C[C@H](C)[C@@H](CN(C)S(C)(=O)=O)OCc2ccccc2-c2c(n(C)c3ccccc23)C1=O,1.4
COc1ccc(CN(C)C[C@@H]2Oc3ccc(NS(C)(=O)=O)cc3C(=O)N([C@@H](C)CO)C[C@@H]2C)cc1,-1.9
CN1[C@H](C(=O)NCCCN2CCOCC2)[C@@H](CO)[C@@H]2Cn3c(ccc(/C=C/c4ccccc4)c3=O)[C@@H]21,1.0
COc1ccc(-c2cnc3c(c2)C(=O)N([C@@H](C)CO)C[C@@H](C)[C@H](CN(C)C(=O)C2CCCCC2)O3)cc1,6.3
C[C@@H]1CN([C@@H](C)CO)C(=O)c2cc(-c3cccnc3)cnc2O[C@@H]1CN(C)C(=O)Nc1ccc(F)cc1,-1.4
C[C@@H]1CCCCO[C@@H](CN(C)C(=O)Nc2ccc3c(c2)OCO3)[C@@H](C)CN([C@@H](C)CO)C(=O)c2cc(NC(=O)Nc3ccccc3)ccc2O1,2.4
C[C@@H]1CN([C@@H](C)CO)C(=O)c2cc(NS(=O)(=O)c3ccccc3)ccc2O[C@@H](C)CCCCO[C@@H]1CN(C)C(=O)Nc1ccc(C(F)(F)F)cc1,-1.3
O=C(C[C@H]1C[C@H]2c3cc(NC(=O)C4CCC4)ccc3O[C@H]2[C@@H](CO)O1)NCc1cccc(F)c1,-0.4
CO[C@H]1CN(C)C(=O)c2cc(NC(=O)C3CC3)ccc2OC[C@@H](C)N(Cc2ccc(F)cc2)C[C@@H]1C,5.4
C[C@@H]1CN([C@H](C)CO)C(=O)c2cccc(NC(=O)c3ccncc3)c2O[C@H]1CN(C)Cc1ccc(C(=O)Nc2ccccc2N)cc1,-1.3
C[C@H](CO)N1C[C@H](C)[C@@H](CN(C)Cc2ccc(C(=O)Nc3ccccc3N)cc2)Oc2c(NC(=O)Nc3ccccc3)cccc2C1=O,7.6
C[C@H](CO)N1C[C@H](C)[C@H](CN(C)Cc2ccccc2)Oc2c(NC(=O)Nc3ccccc3)cccc2C1=O,-0.1
O=C(C[C@H]1C[C@H]2c3cc(NC(=O)C4CCOCC4)ccc3O[C@H]2[C@@H](CO)O1)NCc1cccc(F)c1,-0.9
C[C@H]1CN([C@@H](C)CO)C(=O)c2cc(NS(=O)(=O)c3ccccc3)ccc2O[C@H]1CN(C)Cc1ccc(C(=O)Nc2ccccc2N)cc1,0.4
Cc1noc(C)c1NC(=O)N[C@H]1C=C[C@H](CC(=O)Nc2ccccc2)O[C@@H]1CO,-2.2
C[C@H]1CN([C@@H](C)CO)C(=O)c2cccc(N(C)C)c2O[C@@H]1CN(C)Cc1ccc(Cl)c(Cl)c1,-1.7
C[C@@H]1CN([C@H](C)CO)C(=O)c2cc(/C=C/c3ccccc3)cnc2O[C@H]1CN(C)Cc1cccc(C(=O)O)c1,2.0
N#C[C@@H]1[C@H](c2ccc(-c3cccnc3)cc2)[C@H](CO)N1C(=O)Nc1ccc(F)cc1,-0.3

Next part.
SMILES,BioA inh
C/C=C/c1ccc([C@@H]2[C@@H](CO)N3CCCCN(C(=O)Cc4cccnc4)C[C@@H]23)cc1,2.2
CO[C@@H]1CN(C)C(=O)c2cc(NS(=O)(=O)c3cccc(F)c3)ccc2OC[C@@H](C)N(C(=O)Cc2cccnc2)C[C@H]1C,-2.6
O=C(C1CCC1)N1CCCCN2[C@H](C1)[C@H](c1ccc(-c3cccc(F)c3)cc1)[C@@H]2CO,-0.5
CN(C)C(=O)[C@@]1(Cc2ccccc2N=[N+]=[N-])N=C(c2ccc(OCCCO)cc2)O[C@H]1c1ccccc1N=[N+]=[N-],0.2
CN1C(=O)c2cc(NC(=O)c3cccc(F)c3)ccc2OC[C@H]2O[C@H](CC(=O)NCc3ccccc3Cl)CC[C@@H]21,-0.7
CCCNC(=O)C[C@@H]1C[C@H]2c3cc(NC(=O)NC4CCCCC4)ccc3O[C@H]2[C@H](CO)O1,-2.3
O=C(Cc1ccccn1)N1[C@H](CO)[C@@H]2c3ccccc3NC[C@@H]21,-1.9
CCCNC(=O)N[C@H]1CC[C@@H](CCn2cc(C3CC3)nn2)O[C@H]1CO,-2.2
O=C(N[C@@H]1CC[C@H](CCn2cc(-c3cccnc3)nn2)O[C@H]1CO)c1ccccc1F,31
C[C@H]1CN([C@@H](C)CO)C(=O)c2cc(NC(=O)NC3CCCCC3)ccc2O[C@H]1CN(C)Cc1ccc(C(F)(F)F)cc1,-1.2
COCC(=O)Nc1ccc2c(c1)[C@H]1C[C@H](CC(=O)NCc3cccc(F)c3)O[C@H](CO)[C@H]1O2,-2.2
C[C@H]1CN([C@@H](C)CO)C(=O)c2cc(NC(=O)Nc3ccccc3)ccc2O[C@@H]1CN(C)Cc1ccc2c(c1)OCO2,0.9
CCCNC(=O)C[C@H]1CC[C@@H]2[C@H](COC[C@@H](O)CN2C(=O)Nc2cccc(Cl)c2)O1,2.9
Cc1ccc(-c2ccc3c(c2)O[C@H](CN(C)C)[C@H](C)CN([C@H](C)CO)S3(=O)=O)cc1,-1.2
C[C@@H]1CN([C@@H](C)CO)C(=O)c2cc(NC(=O)Nc3cccc4ccccc34)ccc2O[C@@H]1CN(C)C(=O)NC1CCCCC1,-1.8
C[C@@H]1CCCCO[C@H](CN(C)C(=O)Nc2cccc3ccccc23)[C@@H](C)CN([C@@H](C)CO)C(=O)c2cc(NC(=O)Nc3ccc(C(F)(F)F)cc3)ccc2O1,-0.8
COc1ccc(S(=O)(=O)N(C)C[C@H]2Oc3ccc(NS(=O)(=O)c4c(C)noc4C)cc3C(=O)N([C@@H](C)CO)C[C@@H]2C)cc1,2.4
O=C(NCC[C@H]1CC[C@H](NS(=O)(=O)c2ccccc2)[C@H](CO)O1)c1ccc2c(c1)OCO2,1.7
O=C(Nc1ccc(F)cc1)N[C@@H]1C=C[C@@H](CC(=O)N2CCCCC2)O[C@H]1CO,1.6
C[C@H]1CN([C@@H](C)CO)C(=O)c2cc(NS(=O)(=O)c3ccc(Cl)cc3)ccc2O[C@@H]1CN(C)Cc1ccc(Cl)c(Cl)c1,2.6
CCCC(=O)Nc1ccc2c(c1)C(=O)N(C)[C@H]1CC[C@H](CC(=O)NCCN3CCCCC3)O[C@H]1CO2,-2.2
C[C@@H]1CN([C@@H](C)CO)C(=O)c2cccc(NS(=O)(=O)c3cccs3)c2O[C@H]1CN(C)S(=O)(=O)c1cn(C)cn1,-1.5
C[C@@H]1CN([C@H](C)CO)C(=O)c2cc(-c3ccc(C#N)cc3)cnc2O[C@H]1CN(C)C(=O)Nc1ccccc1,-0.1
C[C@H]1CN([C@@H](C)CO)C(=O)Cc2cc(NS(=O)(=O)c3cn(C)cn3)ccc2O[C@@H]1CN(C)S(=O)(=O)c1ccc(Cl)cc1,0.5
Cc1noc(C)c1NC(=O)N[C@H]1CC[C@@H](CCNC(=O)C2CCC2)O[C@H]1CO,5.0
C[C@H]1CCCCO[C@@H](CN(C)Cc2ccc(C(=O)O)cc2)[C@@H](C)CN([C@@H](C)CO)C(=O)c2cc(NS(=O)(=O)c3ccc(Cl)cc3)ccc2O1,1.0
C[C@H]1CN([C@@H](C)CO)C(=O)Cc2cc(NC(=O)C3CC3)ccc2O[C@H]1CN(C)C(=O)Nc1ccc(C(F)(F)F)cc1,2.8
CC(C)CC#Cc1ccc2c(c1)O[C@@H](CN(C)C(=O)c1cnccn1)[C@H](C)CN([C@@H](C)CO)S2(=O)=O,2.2

Exported field by field: part of the list above.
molecule: C[C@@H]1CN([C@@H](C)CO)C(=O)c2cccc(NS(=O)(=O)c3cccs3)c2O[C@H]1CN(C)S(=O)(=O)c1cn(C)cn1
  BioA inh: -1.5
molecule: C[C@@H]1CN([C@H](C)CO)C(=O)c2cc(-c3ccc(C#N)cc3)cnc2O[C@H]1CN(C)C(=O)Nc1ccccc1
  BioA inh: -0.1
molecule: C[C@H]1CN([C@@H](C)CO)C(=O)Cc2cc(NS(=O)(=O)c3cn(C)cn3)ccc2O[C@@H]1CN(C)S(=O)(=O)c1ccc(Cl)cc1
  BioA inh: 0.5

Retrieved by structure from above, 3 records:
SMILES,BioA inh
C[C@H]1CN([C@@H](C)CO)C(=O)Cc2cc(NS(=O)(=O)c3cn(C)cn3)ccc2O[C@@H]1CN(C)S(=O)(=O)c1ccc(Cl)cc1,0.5
C[C@H]1CN([C@@H](C)CO)C(=O)Cc2cc(NC(=O)C3CC3)ccc2O[C@H]1CN(C)C(=O)Nc1ccc(C(F)(F)F)cc1,2.8
C[C@@H]1CN([C@@H](C)CO)C(=O)c2cccc(NS(=O)(=O)c3cccs3)c2O[C@H]1CN(C)S(=O)(=O)c1cn(C)cn1,-1.5

Some of the compounds tested; the hit share may differ from the screen's.
